Screening data from PubChem BioAssay.
RNase H inhibition: RNase H inhibition, HIV 1 Gag Pol polyprotein, FRET biochemical assay, screening (AID 372); 100,000 tested, 0.77% active; inhibition, % at 10 µM; hits with a dose series show IC50 in µM; HIV-1 RT RNase H, FRET RNA/DNA substrate fluorescence; higher % means a stronger effect; in the data active = inhibition above about 50%
Numbers without * were called inactive; & = joins results of further samples. A portion of the library, so the mix of outcomes need not match the whole.

SMILES	RNase H inhibition
CC(C)=C1C2C=CC1C1C(=O)N(c3ccc(F)cc3)C(=O)C21 (stereo not drawn)	9.0%
Cc1cc(OCC(=O)Nc2ccc(N3CCOCC3)cc2)cc(C)c1Cl	15.0%
COc1ccc(Cc2c(O)nc(SCC(=O)Nc3ccccc3OC)[nH]c2=O)cc1	9.0%
CCc1ccc(C2(c3ccc(CC)cc3)C(=O)NCc3ccccc32)cc1	29.0%
COc1ccc(C2=NN(c3ccccc3)C(c3cccs3)C2)cc1 (stereo not drawn)	7.0%
c1cc2cc(C3=NCCN3)ccc2cc1C1=NCCN1	7.0%
C(=N\n1cnnc1)/c1cccc(OCCOc2ccccc2)c1	20.0%
Cc1cc(C)cc(NC(=O)CN(Cc2ccccc2)S(=O)(=O)c2ccccc2)c1	20.0%
COc1ccc(-c2n[nH]c(=S)n2/N=C/c2cccc(OC)c2O)cc1	19.0%
Cc1cc(-c2ccc(N3C(=O)c4ccccc4C3=O)c(C)c2)ccc1N1C(=O)c2ccccc2C1=O	8.0%
CC1=NN(c2ccc(Cl)c(C(=O)O)c2)C(=O)/C1=C\c1ccc(-c2cc([N+](=O)[O-])ccc2O)o1	4.0%
COc1ccc(OC)c(/C=C2\C(=O)NN(c3ccccc3)C2=O)c1	5.0%&3.0%
CC(=O)C1=C(C)NC(=S)NC1c1ccc(C)cc1 (stereo not drawn)	6.0%
O=C(NNC(=O)C1CCC(c2ccccc2)CC1)c1ccc(Cl)cc1 (stereo not drawn)	0.0%
c1coc(-c2nc3sc(-c4ccco4)nc3s2)c1	13.0%
CN1C(=O)CC(N2CCN(CC(=O)N3CCCC3)CC2)C1=O (stereo not drawn)	11.0%
CC(=O)Nc1ccc(Nc2nc(-c3ccc(Cl)cc3)cs2)cc1	15.0%
COc1ccc(-c2noc(COc3ccc(Cl)cc3)n2)cc1	0.0%
O=C(/C=C/c1ccc(F)cc1)Nc1cccc(C(F)(F)F)c1	0.0%
O=c1/c(=C/c2ccc(F)cc2)sc2nc3cc(Br)cnc3n12	0.0%
CCCc1nc2c(C)cc(C)cc2c(N)c1CC	0.0%
Clc1ccc(-c2nc3ccccc3o2)cc1	13.0%
CC(=O)c1c(C)oc2c(Br)cc(NS(=O)(=O)c3ccccc3)cc12	8.0%
Cc1sc(/N=C/c2ccccc2O)c(C#N)c1C	9.0%
CCN(CC)c1ccc(NC(=O)Cc2ccccc2)cc1	17.0%
COC(=O)C1=C(C(=O)OC)SC(=C2C(=S)C(C)(C)N(C(=O)c3cccc(F)c3)c3ccc(OC)cc32)S1	36.0%
Cc1ccc(N2C(=O)CC(N3CCOCC3)C2=O)cc1 (stereo not drawn)	6.0%
COc1cc(-c2nnc(SCC(=O)c3ccc(Cl)cc3)n2-c2ccccc2)cc(OC)c1OC	13.0%
COc1cc(/C=C(/NC(=O)c2ccccc2)C(=O)Nc2ccc(O)cc2)c([N+](=O)[O-])cc1OC	4.0%
O=C(NC1CSCC1=O)c1ccccc1 (stereo not drawn)	15.0%
CC1=C(C#N)C(c2ccccc2C(F)(F)F)C2=C(CC(C)(C)CC2=O)N1 (stereo not drawn)	0.0%
Cc1ccc(C(=O)N/C(=C\c2ccco2)C(=O)NCc2cccnc2)cc1	8.0%
COc1cc(O)c(C(=O)c2ccccc2)cc1[N+](=O)[O-]	2.0%
CC1=NN(c2ccc(C)c(C)c2)C(=O)C1C(c1ccccc1Cl)c1c(C)[nH]n(-c2ccc(C)c(C)c2)c1=O (stereo not drawn)	6.0%
COC(=O)C1=C(C)NC2=C(C(=O)CC(c3ccccc3)C2)C1c1ccncc1 (stereo not drawn)	3.0%
N#CCNC(=O)c1ccc([N+](=O)[O-])cc1Cl	15.0%
COC(=O)c1cc(C(=O)Nc2cc(OC)ccc2OC)cc([N+](=O)[O-])c1	4.0%
CC1(C)CC(=O)C2=C(C1)Nc1ccccc1N(C(=O)Cc1ccccc1)C2c1cccc(F)c1 (stereo not drawn)	9.0%
CC(Oc1cccc(Cl)c1)C(=O)N/N=C/c1cccc(Oc2ccccc2)c1 (stereo not drawn)	4.0%
O=C(Nc1ccncc1)C1COc2ccccc2O1 (stereo not drawn)	8.0%
Cc1ccc2[nH]c3c(c2c1)CCCC3N=Cc1ccc(F)cc1 (stereo not drawn)	14.0%
O=S1(=O)N=C(N2CCN(Cc3ccccc3)CC2)c2ccccc21	8.0%
CCOCCOC(=O)C1=C(C)N(C)C(=O)NC1c1cc(Br)c(O)c(OC)c1 (stereo not drawn)	7.0%
CCc1c(O)nc(SCC(=O)Nc2nc3ccccc3s2)[nH]c1=O	16.0%
CC(C)CC(=O)N1CCN(Cc2ccc3ccccc3c2)CC1	0.0%
CCOc1ccc2c(c1)=C(c1sc(N)nc1O)C(=O)N=2	12.0%
CCOC(=O)c1c(C)oc2c(Br)cc(NS(=O)(=O)c3ccccc3)cc12	22.0%
CCCCOC(=O)c1ccc(NC(=O)c2cccc(OC)c2)cc1	20.0%
CCOc1cccc(-c2nnc(N)s2)c1	2.0%
Cc1[nH]n(-c2ccccc2)c(=O)c1C(c1ccc(C(F)(F)F)cc1)c1c(C)[nH]n(-c2ccccc2)c1=O	4.0%
COc1ccc(CC(=O)Nc2ccc(-c3ccc(NC(=O)Cc4ccc(OC)c(OC)c4)c(C(=O)O)c3)cc2C(=O)O)cc1OC	3.0%
CC(NS(=O)(=O)c1ccc(F)cc1)c1ccccc1 (stereo not drawn)	0.0%
CCOc1ccc(C(=O)Nc2cccc3nsnc23)cc1	7.0%
CCOC(=O)C1=C(C)N=c2s/c(=C\c3ccc(-c4ccc(Cl)cc4Cl)o3)c(=O)n2C1c1ccc(N(C)C)cc1 (stereo not drawn)	6.0%
COc1ccc(C(=O)NC(=S)Nc2ccc(C(C)=O)cc2)cc1	3.0%
N#C/C(=C\c1cccc(OCc2ccccc2)c1)C(N)=O	11.0%
COc1ccc(/C=C(\NC(=O)c2ccccc2)C(=O)NCC(C)C)cc1	0.0%
Cc1ccc(NC(=O)c2ccc(CN(c3ccccc3)S(C)(=O)=O)cc2)cc1Cl	0.0%
COc1cccc(OC)c1C(=O)Nc1ccc(C)c(C)c1	2.0%
CCc1ccc(-c2nc3cc(NC(=O)c4cccc(OC)c4)ccc3o2)cc1	17.0%
Later entries.
SMILES	RNase H inhibition
O=C(Nc1c[nH]c(=O)[nH]c1=O)c1cccc(N2C(=O)c3ccc([N+](=O)[O-])cc3C2=O)c1	15.0%
O=C1C(=Cc2ccc(-c3ccc(F)cc3F)o2)C(=O)c2ccccc21	0.0%
CCn1c(=O)c(C(=O)NCC2CCCO2)c(O)c2ccccc21 (stereo not drawn)	4.0%
C=CCc1ccc(OCCOc2ccccc2/C=c2\sc3nc4ccccc4n3c2=O)c(OC)c1	12.0%
O=C1NC(=O)N(c2ccccc2F)C(=O)/C1=C/c1cnc(-c2ccccc2)nc1	31.0%
O=C(CC(=O)Nc1cccc(F)c1)Nc1cccc(F)c1	6.0%
Cc1[nH]n(-c2ccccc2)c(=O)c1/C=N/NC(=O)c1ccccc1[N+](=O)[O-]	0.0%
COCCNS(=O)(=O)c1ccccc1[N+](=O)[O-]	15.0%
C=CCN1C(=O)/C(=C\c2ccc(OC)c3ccccc23)C(=O)NC1=S	23.0%
COc1ccc(Br)c(C=Nc2cccc3nsnc23)c1O	64.0%*
COc1ccc(NC(=O)Cc2nnc(NC(=O)Nc3ccc(F)cc3)s2)cc1	9.0%
Cc1cc(-c2ccc(/C=c3\sc4nc5cc(C)c(C)cc5n4c3=O)o2)c(C)c([N+](=O)[O-])c1	1.0%
Cc1cc(NC(=O)c2cccc([N+](=O)[O-])c2C)ccc1Br	10.0%
COc1cccc(C(=O)Nc2ccc(OC)cc2OC)c1	3.0%
Cc1sc2nc(SCC(=O)NCCO)nc(N)c2c1C	8.0%
Cc1ccc(-c2[nH]n3c(=O)cc(-c4ccccc4)nc3c2C)cc1	8.0%
COc1ccc(S(=O)(=O)N(Cc2ccccc2)c2ccccc2C(=O)Nc2ccccc2Cl)cc1	15.0%
CCOc1cc(/C=C2\SC(=S)NC2=O)cc(I)c1OCc1cccc2ccccc12	39.0%
O=C(Nc1cccc(NC(=O)c2sc3ccccc3c2Cl)c1)c1cccc(Cl)c1	7.0%
O=C(c1ccc(I)cc1)N1CCN(c2ccccn2)CC1	0.0%

As a short view, some entries already given:
SMILES	RNase H inhibition
COc1cccc(C(=O)Nc2ccc(OC)cc2OC)c1	3.0%
Cc1sc2nc(SCC(=O)NCCO)nc(N)c2c1C	8.0%
Cc1ccc(-c2[nH]n3c(=O)cc(-c4ccccc4)nc3c2C)cc1	8.0%
COc1ccc(S(=O)(=O)N(Cc2ccccc2)c2ccccc2C(=O)Nc2ccccc2Cl)cc1	15.0%
CCOc1cc(/C=C2\SC(=S)NC2=O)cc(I)c1OCc1cccc2ccccc12	39.0%
O=C(Nc1cccc(NC(=O)c2sc3ccccc3c2Cl)c1)c1cccc(Cl)c1	7.0%
O=C(c1ccc(I)cc1)N1CCN(c2ccccn2)CC1	0.0%

Additional structures follow.
SMILES	RNase H inhibition
COc1ccc(-c2csc(N3C(=O)c4ccc(OC)c(OC)c4C3=O)n2)cc1	2.0%
Clc1ccc(N2CCN(N=Cc3cccc(Cl)c3)CC2)cc1	8.0%
CCCCOc1ccccc1C1C(C(=O)OC)=CN(CC2CCCO2)C=C1C(=O)OC (stereo not drawn)	17.0%
Cc1c(C)n(CC(O)CNc2ccc(I)cc2)c2ccccc12 (stereo not drawn)	26.0%
C/C(Nc1cccc(C)n1)=C(\C#N)C(N)=O	7.0%
CCc1ccc(NC(=O)c2nn3c(c2Br)NC(c2ccccc2)CC3C(F)(F)F)cc1 (stereo not drawn)	13.0%
O=C1NC2=Nc3ccccc3NC(c3ccccc3)=C2C(c2ccc(O)cc2)N1 (stereo not drawn)	8.0%
CCOC(=O)c1c(NC(=O)c2ccc(OC)c(OC)c2)sc(C(=O)N2CCCCC2)c1C	15.0%
CCOC(=O)c1c(C)n(C)c2ccc(OC(=O)C#Cc3ccccc3)cc12	17.0%
C(=N\N(c1ccccc1)c1ccccc1)/c1ccc2c(c1)OCO2	29.0%
Cc1ccc(C2=NNC(c3ccc(Cl)cc3)S2)cc1 (stereo not drawn)	4.0%
Cc1ccc(C(=O)c2cccc(C(=O)c3ccc(C)cc3)c2)cc1	7.0%
Cc1ccc(N/N=C/c2c(C)[nH]n(-c3ccc(C)c(C)c3)c2=O)c(C)c1	13.0%
O=C(Oc1ccc(OCc2ccccc2)cc1)c1cc([N+](=O)[O-])ccc1Cl	26.0%
CCCCOC(=O)c1c(NC(=O)/C(C#N)=C\c2ccco2)sc2c1CCCC2	22.0%
COc1cccc(C(=O)Nc2cccc(C(=O)/C=C/c3ccc(SC)cc3)c2)c1	12.0%
O=C(CSc1nnc(CCCN2C(=O)c3cccc4cccc(c34)C2=O)n1-c1ccccc1)NCCCN1CCOCC1	4.0%
CC(=O)Oc1ccc(Cl)cc1/C=C1\C=C(c2ccc(Cl)cc2)OC1=O	9.0%
C/C(=N\NC(=O)c1ccco1)c1ccco1	12.0%
CCC(=O)Nc1cc(-c2nc3ncccc3o2)ccc1C	19.0%
CC(C)=CCCC(C)CCCC1(C)OCC(C)O1 (stereo not drawn)	16.0%
COc1ccc(Cl)cc1N(CC(=O)NCc1ccco1)S(=O)(=O)c1ccc(C)c([N+](=O)[O-])c1	10.0%
CN(CCO)CCOCCOc1cc(Cl)ccc1Cl	7.0%
O=C(Nc1ccc(-c2ccccc2)cc1)C1CC1c1ccccc1 (stereo not drawn)	8.0%
O=C(OCCN1CCOCC1)c1ccc(O)cc1O	4.0%
COc1ccc(N2C(=O)c3ccc(C(=O)OCC(=O)c4ccc(Br)cc4)cc3C2=O)cc1	4.0%
COc1cc(C(c2c(C)[nH][nH]c2=O)c2c(C)[nH][nH]c2=O)ccc1OCc1ccccc1Cl	13.0%
CCOc1cccc(N2C(=O)/C(=C/c3ccccc3)C(=O)NC2=S)c1	15.0%
O=[N+]([O-])c1ccc(O)c(C=Nc2cccc(Br)c2)c1	3.0%
Cc1ccc(O)c(NC(=O)c2cnn3c(C(F)(F)F)cc(-c4cccs4)nc23)c1	13.0%
COc1ccccc1C1/C(=C(\O)c2ccc(C)cc2)C(=O)C(=O)N1CCCC(=O)O (stereo not drawn)	1.0%
CN(C)c1cccc(NS(=O)(=O)c2ccccc2)c1	16.0%
Cc1ccc(C(=O)Nc2ccc3nn(-c4cccc(C(F)(F)F)c4)nc3c2)cc1	29.0%
Cc1cc(OCC(=O)NNC(=O)COc2ccc(Cl)cc2)ccc1Br	12.0%
Cc1ccc2cc(C3=C/C(=C/c4ccc(Cl)cc4Cl)C(=O)O3)ccc2c1	2.0%
CCCOc1ccc(C(=O)NC(=S)Nc2ccc(OC)cc2OC)cc1	18.0%
CC1=C(C(=O)OC(C)C)C(c2cccc(Br)c2)NC(=O)N1 (stereo not drawn)	14.0%
Cc1ccc(S(=O)(=O)Oc2ccccc2/C=C2\SC(=S)NC2=O)cc1	6.0%
C=C(C)[C@@H]1CC=C(CN2CCN(c3ccc(Cl)cc3)CC2)CC1	0.0%
Cc1ccc2oc(-c3cc(N=C/C=C/c4cccc(Br)c4)ccc3O)nc2c1	12.0%
O=C(/C=C1\SC(=O)NC1=O)Nc1ccc(O)cc1	14.0%
CCc1ccccc1-n1c(C)cc(/C=C2\C(=O)NC(=O)N(C)C2=O)c1C	9.0%
Cc1cccc(C)c1OCCN1CCCCC1	2.0%
COc1ccc(/C=C2\SC(=O)N(c3c(C)n(C)n(-c4ccccc4)c3=O)C2=O)cc1	0.0%
O=C(COc1ccccc1Br)N/N=C/c1cccc(Br)c1	10.0%
CC1=[N+]([O-])C(C)(C)C(c2ccc(C)cc2)=[N+]1[O-]	6.0%
O=C1c2ccccc2C(=O)N1/N=C/c1ccc2ccccc2c1	0.0%

Exported field by field: 4 of the compounds above
Structure: CCc1ccccc1-n1c(C)cc(/C=C2\C(=O)NC(=O)N(C)C2=O)c1C
  RNase H inhibition = 9.0%

Structure: Cc1cccc(C)c1OCCN1CCCCC1
  RNase H inhibition = 2.0%

Structure: COc1ccc(/C=C2\SC(=O)N(c3c(C)n(C)n(-c4ccccc4)c3=O)C2=O)cc1
  RNase H inhibition = 0.0%

Structure: O=C(COc1ccccc1Br)N/N=C/c1cccc(Br)c1
  RNase H inhibition = 10.0%
